K1F lysis inhibition: protection from phage-mediated lysis, alamar blue read-out – E. coli UTI89, K1F phage, bacterial capsule biogenesis inhibitors (AID 488966). 0.02% of 340,000 active. E. coli UTI89 K1F phage lysis, alamar blue, 2 h; higher % means a stronger effect. one-dose inhibition, % at 100 µM; IC50 in µM for titrated hits;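 active means phage lysis inhibition, versus mean bacterial control, above a set limit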;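 further: capsule biogenesis inhibitors block K1F phage lysis so surviving cells raise fluorescence; higher fluorescence means more inhibition of phage lysis; actives were called in the ten point dose series up to 300 µM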
MgcRacGAP inhibition: MgcRacGAP GTPase-activating activity inhibitors, confirmation, biochemical, ADP Hunter fluorescence; MgcRacGAP-stimulated Rac1 GTP hydrolysis, ADP Hunter fluorescence; higher % means a stronger effect; GST-tagged Rac1 F28L mutant substrate; inhibition, % at 30 µM, or IC50 in µM where a hit was titrated; 0.6% of 340,000 active; AID 624330;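 active means first-screen hits whose inhibition reached a set limit at any dose in the follow-up dose series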;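 further: fluorescence reports GDP produced by GAP-driven GTP hydrolysis; strong numbers were not always called active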
NTR1 agonist: agonists of NTR1, primary screen, imaging, U2OS cells, beta-arrestin-GFP, high content (AID 493036); P30989; NTR1-U2OS beta-arrestin-GFP spot imaging, agonist mode; activation, % at 20 µM; 0.17% of 330,000 active;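 active means activation at or above 40% of the spot to cytoplasm intensity ratio, with at least 20 cells analyzed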;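 further: 0% = DMSO without peptide and 100% = 100 nM NTR1 peptide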
Target sequence (P30989 whole entry, looked up): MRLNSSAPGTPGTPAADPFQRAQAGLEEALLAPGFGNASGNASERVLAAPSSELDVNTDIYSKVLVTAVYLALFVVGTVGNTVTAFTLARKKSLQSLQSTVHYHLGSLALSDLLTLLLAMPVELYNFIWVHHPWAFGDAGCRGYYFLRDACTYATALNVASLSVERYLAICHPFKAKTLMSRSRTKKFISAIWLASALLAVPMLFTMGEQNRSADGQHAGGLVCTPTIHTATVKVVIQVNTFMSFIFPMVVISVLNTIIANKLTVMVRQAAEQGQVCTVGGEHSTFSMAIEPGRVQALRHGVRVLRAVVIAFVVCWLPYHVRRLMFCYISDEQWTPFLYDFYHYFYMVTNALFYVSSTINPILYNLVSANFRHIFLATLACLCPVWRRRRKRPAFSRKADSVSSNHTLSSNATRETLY
NTR1 agonist cell count 20 µM: further read-out of NTR1 agonist, marked with its call; cell count; measured here: cell count, cytotoxicity flag
Numbers without * were called inactive; [ ] = remark or other dose.

Results follow in this order: MgcRacGAP inhibition | K1F lysis inhibition | NTR1 agonist | NTR1 agonist cell count 20 µM
CCCNC(=O)c1ccc(N2CCC3(CC2)CC(c2cccc(Br)c2)=NO3)c(NC(=O)c2cccc(C)c2)c1
  0.9% | -0.5% | 1.3 | 69
Nc1c(Cl)c(Cl)nc(C(=O)OCC(=O)N2CCCC2=O)c1Cl
  6.3% | 1.1%[50 µM] | 0.3 | 64
COc1cccc(/C=N/NC(=O)C(=O)N2CCCC2)c1
  -1.6% | 0.0% | 1.9 | 52
COc1cc(OC)c(N(C)C(=O)c2cc3c(s2)-c2ccccc2S(=O)(=O)C3)cc1Cl
  -0.5% | -0.6% | 0.4 | 61
O=C(NCC1CC1)c1onc(CSc2ccc(F)c(F)c2)c1C(=O)NCC1CC1
  6.0% | -0.4% | 4.2 | 109
CC1CCCN(C(=O)CSc2nnc3ccccn23)C1 (stereo not given)
  9.6% | 0.6% | -0.3 | 61
Cc1onc(-c2ccccc2)c1C(=O)OCC(=O)NC(C)c1ccc(Cl)cc1 (stereo not given)
  1.6% | -0.1%[50 µM] | 4.1 | 69
Cc1cc(S(=O)(=O)N2CCN(CC(=O)NC(C)(C#N)C3CC3)CC2)ccc1Br (stereo not given)
  6.3% | 1.3%[50 µM] | 0.2 | 71
O=C(COC(=O)c1n[nH]c2ccccc12)NCCc1ccccc1
  3.1% | -1.6% | 3.0 | 55
C[C@@H]1CN([C@@H](C)CO)C(=O)c2cccc(NS(C)(=O)=O)c2O[C@H]1CN(C)C(=O)Nc1ccc(F)cc1
  8.7% | 0.0% | 1.5 | 52
Cc1cc(-n2c(C)cc(C(=O)COc3cc(F)ccc3[N+](=O)[O-])c2C)no1
  3.8% | 0.1%[50 µM] | 2.1 | 48
COc1ccc(-c2cn(CCC(=O)O)c(-c3ccncc3)n2)cc1
  4.3% | 0.7% | -3.7 | 83
CC(Oc1cccc(Cl)c1)C(=O)N1CCN(c2ncccn2)CC1 (stereo not given)
  3.6% | 1.1%[50 µM] | 0.8 | 51
O=C(COC(=O)c1ccccn1)NCc1ccc(Cl)cc1Cl
  3.2% | 0.9%[50 µM] | -1.9 | 59
COC(=O)c1ccc(CNC(=O)COC(=O)CCC(=O)c2ccc(F)cc2)cc1
  1.8% | 0.9%[50 µM] | -0.8 | 54
Cc1cc(C)cc(C(=O)Nc2cc3c4c(c2)CC(=O)N4CCC3)c1
  1.1% | 0.4%[50 µM] | 2.6 | 80
Cc1ccc(NC(=O)c2ccccc2OCC(=O)Nc2ccccc2F)cc1S(=O)(=O)N(C)C
  -2.3% | 0.0%[50 µM] | 7.5 | 58
Cc1cccnc1NC(=O)CSc1ccc2c(c1)OCCO2
  6.2% | 0.7%[50 µM] | -1.2 | 50
C[C@H](CO)N1C[C@H](C)[C@@H](CN(C)Cc2ccc(C(=O)O)cc2)Oc2c(NC(=O)C3CC3)cccc2C1=O
  4.4% | 0.3% | -3.2 | 40
C#CCOCCOCCOCCNc1nc(N2CCN(C(=O)CCCCCCCCCCNC(=O)[C@@H](CCC(=O)O)n3cc(CCCCCN)nn3)CC2)nc(N2CCN(C(=O)CCCCCCCCCCNC(=O)[C@@H](CCC(=O)O)n3cc(CCCCCN)nn3)CC2)n1
  0.6% | -1.5% | 3.3 | 91
CN(C(=O)CSc1ccc(S(=O)(=O)N2CCCCC2)cn1)c1ccccc1
  1.6% | 0.8%[50 µM] | -2.4 | 59
Cc1ccc(NC(=O)CN2C(=O)NC(C)(CC(C)C)C2=O)c(Br)c1 (stereo not given)
  -9.0% | -1.3% | 0.5 | 46
NCCCNCCCCNCCCN
  23.2% | 0.3% | -1.3 | 49
CC[C@]12c3[nH]c4cc(-c5ccco5)ccc4c3CCN1C(=O)[C@@H](CC(=O)NCCN1CCOCC1)C[C@@H]2C(=O)N1CCN(C(=O)c2ccco2)CC1
  12.9% | 0.0% | -0.9 | 66
CCOc1ccc(NC(=O)CN(C)C(=O)C2CC(=O)N(c3ccc4c(c3)OCCO4)C2)cc1OCC (stereo not given)
  8.5% | 1.3%[50 µM] | 0.3 | 83
CCOC(=O)/C=C/c1ccccc1S(=O)(=O)NC(C)(C)C
  5.8% | 0.3% | -1.1 | 96
Cc1nc(-c2cccc(NC(=O)c3ccc(-n4nccc4C)cc3)c2)cs1
  -1.5% | -0.3%[50 µM] | 37.2 | 61
O=C(COC(=O)c1ccccc1[N+](=O)[O-])Nc1cccnc1Cl
  5.4% | 0.3%[50 µM] | -0.4 | 64
CC(=O)c1cccc(NC(=O)CNC(=O)Cc2cccc3ccccc23)c1
  3.9% | -4.3% | 1.9 | 74
Cc1ccc(C(=O)NNC(=O)CCOc2cccc(C)c2)cc1
  0.3% | 0.2%[50 µM] | -0.7 | 73
CN1CCC(N(C)C(=O)c2cccc(S(=O)(=O)N3CCOCC3)c2)CC1
  4.6% | 0.0%[50 µM] | 0.5 | 55
Cn1cccc1C(=O)OCC(=O)c1c[nH]c2ccccc12
  -0.9% | -2.2% | 0.1 | 54
CCOc1ccc(OCCNC(=O)C(NC(=O)c2c(F)cccc2F)C(C)C)cc1 (stereo not given)
  4.9% | 0.8%[50 µM] | -3.2 | 56
Cc1nn(-c2ccccc2)c(C)c1NC(=O)COC(=O)CCOc1ccccc1
  2.6% | 0.9%[50 µM] | 0.7 | 51
CN(C)S(=O)(=O)c1ccc(N2CCCC2)c(C(=O)Nc2ccccc2)c1
  -0.5% | 0.2%[50 µM] | -0.4 | 60
Cc1ccc(C)c(NC(=O)CN(C)C(=O)c2ccc(S(=O)(=O)N3CCCCCC3)cc2)c1
  -3.1% | 0.3%[50 µM] | 1.2 | 91
CC#CCN1C=C(C(=O)OCC)C(C)N(Cc2ccc(Br)cc2)S1(=O)=O (stereo not given)
  9.1% | -0.1% | 2.2 | 60
CCN(CC(=O)NCc1cccs1)C(=O)c1ccc([N+](=O)[O-])o1
  3.2% | -0.7%[50 µM] | 0.1 | 51
COc1ccc(S(=O)(=O)Nc2cccc3c2O[C@H](CN(C)S(=O)(=O)c2ccc(Cl)cc2)[C@H](C)CN([C@H](C)CO)C3=O)cc1
  5.4% | 1.7% | -0.9 | 54
COc1ccccc1C1CC(=O)Oc2ccc(C(C)(C)C)cc21 (stereo not given)
  4.5% | 0.0% | 6.5 | 64
Cc1cccc(C2=NN(c3ccc(Br)cc3)[C@@H](C(=O)N3CCOC3=O)[C@@H]2c2ccc(Cl)cc2)c1
  7.1% | 0.6% | -0.1 | 69
CCOc1cc(CO)cc(Br)c1OCC(=O)O
  4.1% | 0.5%[50 µM] | 1.3 | 46
CCCCCN(C(=O)CCC(=O)OCc1ccc(C(C)C)cc1)c1c(N)n(CCCC)c(=O)[nH]c1=O
  5.2% | 0.7%[50 µM] | 0.2 | 64
OC[C@H]1O[C@@H](O[C@@H]2[C@@H](CO)O[C@@](O)(CO)[C@H]2O)[C@H](O)[C@@H](O)[C@H]1O
  4.9% | 2.5% | 3.6 | 55
COc1cccc(CN2c3ccc(Br)cc3C(=O)CS2(=O)=O)c1
  -1.8% | 0.4% | -1.3 | 48
CC(=O)Nc1cccc(NC(=O)COc2ccc3c(c2)CCC3)c1
  2.9% | 1.2%[50 µM] | -0.1 | 50
CC(C)(C)c1ccc(S(=O)(=O)N2CCN(CC(=O)N3CC(=O)Nc4ccccc43)CC2)cc1
  6.1% | 0.1%[50 µM] | 0.2 | 79
CC(C)(C)n1ncc2c(=O)n(Cc3cccc(Cn4cnc5c(cnn5C(C)(C)C)c4=O)c3F)cnc21
  8.6% | 4.6% | 7.9 | 46
CC(Sc1n[nH]c(=O)n1Cc1ccccc1)C(=O)NC1CCCCC1C (stereo not given)
  1.3% | 1.0%[50 µM] | -0.3 | 82
CCCCn1c(N)c(N(CCC(C)C)C(=O)COC(=O)c2ccc(CC)cc2)c(=O)[nH]c1=O
  3.1% | 0.6%[50 µM] | 1.7 | 40

Following part
Results follow in this order: MgcRacGAP inhibition | K1F lysis inhibition | NTR1 agonist | NTR1 agonist cell count 20 µM
O=C(COC(=O)C1CC1)Nc1ccc(Cl)cc1Cl
  0.5% | 0.2%[50 µM] | 0.9 | 55
C[C@@H]1CCC(=O)N(CC[C@H](Sc2ccc(Br)cc2)c2ccccc2)CC1
  6.8% | -0.7% | 8.6 | 73
COc1cc(NC(=O)CSCC(=O)N(C)C2CCCCC2)cc(OC)c1
  5.0% | 0.2%[50 µM] | -0.9 | 92
COc1cccc(-c2c(-c3cc(OC)cc(OC)c3)n(C)c3ccc(-c4ccc5[nH]ccc5c4)cc23)c1
  6.3% | 0.2% | -0.9 | 44
Cc1ccc2[nH]c(=O)c(CN(CCO)C(=O)N(C)C)cc2c1
  4.9% | 0.2% | -1.1 | 61
Cc1ccc(OCC(=O)Nc2ccccc2F)cc1
  1.5% | -1.0% | -0.1 | 37
COc1cccc(Nc2nn3c(=O)c4ccccc4nc3s2)c1
  4.9% | 0.9% | 3.3 | 47
Cc1nc(SCC(=O)N2CCN(c3ccccn3)CC2)c(C#N)c(C)c1C
  6.0% | 0.1%[50 µM] | 0.8 | 59
COc1ccc(C2=NN(C(=O)COC(=O)c3ccc(S(C)(=O)=O)c([N+](=O)[O-])c3)C(c3ccco3)C2)cc1 (stereo not given)
  3.0% | 2.5% | 39.2 | 55
COc1ccc(NC(=O)CCc2nc3ccccc3c(=O)[nH]2)cc1S(=O)(=O)N1CCCCC1
  3.4% | 1.1%[50 µM] | 3.9 | 58

Entries of single compounds, looked up by structure:
CN(C)S(=O)(=O)c1ccc(N2CCCC2)c(C(=O)Nc2ccccc2)c1 in the list: MgcRacGAP inhibition: -0.5%; K1F lysis inhibition: 0.2%[50 µM]; NTR1 agonist: -0.4; NTR1 agonist cell count 20 µM: 60
COc1cc(OC)c(N(C)C(=O)c2cc3c(s2)-c2ccccc2S(=O)(=O)C3)cc1Cl in the list: MgcRacGAP inhibition: -0.5%; K1F lysis inhibition: -0.6%; NTR1 agonist: 0.4; NTR1 agonist cell count 20 µM: 61

(listing goes on)
Results follow in this order: MgcRacGAP inhibition | K1F lysis inhibition | NTR1 agonist | NTR1 agonist cell count 20 µM
CC(C)c1cccc(-c2ccc3c(c2)S(=O)(=O)c2cccc(C(=O)NCc4ccccc4Cl)c2C3=O)c1
  7.0% | 2.1% | 4.2 | 58
COc1ccc(NC(=O)CSc2nnc3n2CCCCC3)cc1S(=O)(=O)N1CCOCC1
  4.9% | 0.1%[50 µM] | -0.9 | 63
O=C(C1=C(O)C(=O)N(Cc2ccccc2)C1c1cccnc1)c1ccco1 (stereo not given)
  2.5% | 1.4% | -0.4 | 55
CCCCCOc1ccc(/C=N/NC(=O)c2nnn(-c3nonc3N)c2CN2CCCCCC2)cc1
  3.9% | 0.8% | 11.8 | 43
C[C@H]1COC(=O)[C@H](Cc2ccc(F)cc2)C/C=C\C[C@@H](CC(=O)N(CCO)Cc2ccccc2)C(=O)N1
  4.0% | 0.7% | -0.8 | 51
CN(C)S(=O)(=O)c1cccc(NC(=O)COC(=O)c2ccc3ccccc3n2)c1
  6.5% | 0.4%[50 µM] | 0.0 | 66
O=C(NCCCCc1ccccc1)NC[C@@H]1CC[C@@H](Cc2ccc(-c3ccccc3)cc2)O1
  10.2% | -0.1% | 3.0 | 68
COc1cc(OC)cc(-c2c(C#Cc3ccsc3)c3cc(-c4ccc(OC)nc4)ccc3n2C)c1
  1.6% | -0.3% | -0.4 | 69
CC1(c2ccccc2)NC(=O)N(CC(=O)Nc2cc3c(cc2Br)OCCO3)C1=O (stereo not given)
  7.1% | 1.0%[50 µM] | -0.4 | 60
Cc1ccc(C2(C)NC(=O)N(CC(=O)Nc3nc(-c4ccccn4)cs3)C2=O)cc1 (stereo not given)
  12.1% | 0.9%[50 µM] | 3.7 | 42
CCN1C(=O)[C@H]2[C@@H](c3ccc(-c4ccc(C(C)=O)cc4)c(OC)c3)N[C@@](Cc3ccccc3)(C(=O)OC)[C@H]2C1=O
  1.6% | -1.0% | 0.2 | 65
O=C(CSc1ccccc1F)NC(=O)c1ccccc1Br
  -4.7% | 1.7% | 1.7 | 51
COc1cc(OC)cc(C(=O)NC(C(=O)NCCc2ccccn2)C(C)C)c1 (stereo not given)
  2.3% | 0.8%[50 µM] | -1.5 | 60
C=CCN(c1ccccc1OC)S(=O)(=O)c1cccc(C(=O)OCC(=O)N2CCOCC2)c1
  3.4% | 0.5%[50 µM] | -0.8 | 55
CCOC(=O)O[C@]1(C(=O)COC(=O)CC)CC[C@H]2[C@@H]3CCC4=CC(=O)C=C[C@]4(C)[C@H]3[C@@H](O)C[C@@]21C
  6.4% | 2.2% | 4.3 | 39
Cc1c(Cl)cccc1NC(=O)CC(NCCN1CCOCC1)C(=O)O (stereo not given)
  1.4% | 0.0% | 1.4 | 66
CN1C(C(=O)NCc2ccco2)CC2Cn3c(nc4ccccc43)C21 (stereo not given)
  8.8% | 3.7% | -3.0 | 87
CC(O)[C@H]1CC[C@H]2[C@@H]3CC[C@H]4C[C@@H](O)CC[C@]4(C)[C@H]3C(=O)C[C@]12C (stereo not given in full)
  12.6% | 0.3% | 0.9 | 66
CN1C(c2ccccc2)=NO[C@]1(C)c1ccccc1
  9.9% | 0.6% | -0.1 | 65
CCC(C)N(C(=O)CSc1nnnn1-c1ccccc1OC)C1CCS(=O)(=O)C1 (stereo not given)
  4.3% | 0.2%[50 µM] | -2.4 | 57
CN(C)c1ccc(/C=N/NC(=O)C[n+]2ccccc2)cc1
  6.2% | 1.0% | 0.1 | 52

Source: PubChem BioAssay (several laboratories)

The list is partial (hit frequency here may not be typical).
